# MT stabilizer – microtubule stabilizers in HeLa cells, primary screen, imaging, high-content imaging; actives 0.83% (n = 200,000); HeLa tubulin immunostaining HCS, 24 h; share of cells brighter than vehicle mean+2SD; AID 2205, 2009; % tubulin-high responders, % at 10 µM;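 active means plate Z-score above 3 for both tubulin-high and condensed-nucleus cell shares, with cell loss under 80%, at 10 µM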;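 further: anti alpha tubulin signal scored within the nucleus-defined area of each cell; some results filed as inactive read as strong as hits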
# Hep lipid drop – inhibitors of hepatocyte lipid droplet formation, primary screen, imaging, high-throughput imaging, BODIPY stain. AML12 mouse hepatocytes, oleate lipid droplets. inhibition, % at 6.5 µM. actives 0.4% (n = 240,000). AID 1656, 2009;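 active means lipid droplet intensity inhibited by at least 50%, with more than 500 cells counted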
#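 Assay system: AML12 hepatocytes (mouse) / Also added: 100 µM oleic acid challenge / Times: overnight treatment with compound plus oleate / Detection: high-content imaging of BODIPY-stained droplets and DAPI nuclei / Evaluation: % inhibition of lipid droplet signal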
# Autophagy mod – autophagy modulators in MEF cells, primary screen, imaging, high-content, MEF GFP-LC3 | actives 0.98% (n = 190,000) | AID 463193, 2010 | calls only at 10 µM (by protocol) | MEF GFP-LC3 puncta imaging; test concentration mostly 10 µM;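 active means percentage of spot-positive cells more than 3 SD above its plate mean, without a fluorescence outlier flag or 80% toxicity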;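 further: spot-positive cell cutoff set from DMSO-treated cells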
# Dynein cargo inh – inhibitors of GR-EGFP nuclear translocation, primary screen, dynein cargo transport inhibitor project, imaging, high-content, 3617.4 mouse cells; test concentration mostly 20 µM; stimulated with dexamethasone, 1 µM; stronger effect = lower value; z-score, hits read low; actives 0.47% (n = 220,000); AID 1381, 2008;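 active means plate z-score of nuclear minus cytoplasmic receptor signal below a set negative limit, without overly bright fluorescence or cell loss, cut at about -3.5 in these data, passing the limit was not always enough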;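 further: z-score of nuclear minus cytoplasmic ring GR-EGFP intensity difference per well; some compounds called inactive have numbers as strong as hits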
#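 Buffer or medium: tet-free medium with charcoal-stripped serum / Also added: dexamethasone agonist, 1.0 µM final, for 30 min / Timing: induction 48 h, compound 1 h, agonist 30 min / Measured by: high-content fluorescence imaging after fixation / Read-out: nuclear-to-cytoplasmic GR-EGFP distribution per well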
# PhoP inhibition – inhibitors of PhoP regulon expression, primary screen, Salmonella Typhimurium, GFP reporter (AID 1863). S. Typhimurium PhoP-regulated promoter GFP reporter, 4 h; higher % means a stronger effect. one-dose inhibition, % at 50 µM; IC50 in µM for titrated hits. actives 0.16% (n = 300,000);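 active means inhibition over 29.93%, a cutoff 3 SD above the screen mean, later confirmed by dose response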;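 further: 0% = low Mg2+ inducing control and 100% = high Mg2+ repressing control; strong numbers were not always called active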
# Insulin prom up – insulin promoter activators in MIN6 cells, imaging, high-content screening, mouse beta cells | MIN6 insulin promoter-GFP reporter; stronger effect = higher value | z-score at 5 µM | actives 0.3% (n = 190,000) | AID 1625, 2009;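 active means z-score above 3 at 5 µM with at least 500 cells counted in the well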
# T cell HTS – modulators of CD8 T cell-vesicle binding, primary screen, mouse 2C CD8+ T cells, flow cytometry. actives 0.068% (n = 330,000). calls only at 7 µM. 2C CD8+ T cell-vesicle binding; stronger effect = lower value. AID 2052, 2009;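 active means response, share of CD8 T cells binding vesicles, and their 90th percentile fluorescence all below set limits, cut at about 80% in these data, passing the limit was not always enough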
#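 material = purified 2C TCR transgenic mouse naive CD8+ T cells | controls = Unloaded micro-vesicles (low), QL9 vesicles with 0.7% DMSO (high) | detection = cytometric PE anti-B7-1 and Alexa647 anti-CD8 signals after 1% paraformaldehyde fixation | incubation = binding step 1.5 h, 37 °C, antibody labelling 20 min, ice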
# ER stress rescue – rescue of cells from ER stress-induced death, primary screen, 384-well, CSM14.1, thapsigargin, ATP luminescence (AID 1222) | cellular ATP content (survival), % at 20 µM; hits with a dose series show EC50 in µM | 190,000 tested, under 10 active | CSM14.1 thapsigargin-induced death rescue, ATP luminescence; higher % means a stronger effect;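 active means EC50 below 50 µM in the dose-response confirmation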;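 further: death triggered by thapsigargin at about 15 µM added after 2 h compound pretreatment; cell ATP read after overnight thapsigargin exposure of roughly 18 to 22 hours; normalized against plate controls of thapsigargin alone and 5% DMSO vehicle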
# b-catenin transl – modulators of beta-catenin nuclear translocation, primary screen, imaging, HeLa cells, immunofluorescence, high-content | nuclear translocation activity, % at 5 µM | actives 0.3% (n = 190,000) | AID 1665, 2009;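 active means nuclear translocation activity above 50% at 5 µM, with a well cell count of 50 or more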;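 further: per-cell ratio of nuclear to cytoplasmic median beta-catenin stain intensity; plate controls were DMSO negative control for no effect and GSK-3 inhibitor IX positive control for full effect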
#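 Technique: fluorescence imaging of beta-catenin antibody stain plus DAPI / Material: human HeLa cell line / Incubation: compound treatment 24 h, 37°C, 5% CO2 / Read-out basis: % activation of per-cell nuclear versus cytoplasmic median beta-catenin signal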
# Dynein cargo inh cytoplasmic EGFP – recorded beside Dynein cargo inh, whose call it bears; z-score; measured here: cytoplasmic GR-EGFP intensity; stronger effect = higher value
# Dynein cargo inh nuclear GR-EGFP – further read-out of Dynein cargo inh, marked with its call; z-score; measured here: nuclear GR-EGFP intensity;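 lower value marks the stronger effect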
# Dynein cargo inh cell count – also measured in Dynein cargo inh; calls as there; z-score; measured here: cell count per field
# Insulin prom up cell count – second read-out of Insulin prom up, no call of its own (marks repeat the call); cell count; measured here: cytotoxicity, nuclei count;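 total cells summed across four imaged fields per well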
# Hep lipid drop cells 6.5 µM – recorded beside Hep lipid drop, whose call it bears; cell count; measured here: cell count, cytotoxicity flag;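 cells counted across two imaged fields per well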
# b-catenin transl cell count 5 µM – recorded beside b-catenin transl, whose call it bears; cell count; measured here: cell count, cytotoxicity flag
# T cell HTS vesicle-bound % – further read-out of T cell HTS, marked with its call; double positive events, %; measured here: CD8+ vesicle-bound cell fraction;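 binding gate set so that unloaded-vesicle control wells show 10% double positive cells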
# MT stabilizer Hoechst-high % – recorded beside MT stabilizer, whose call it bears; % Hoechst-high responders; measured here: nuclear condensation Hoechst responders;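 share of cells brighter than vehicle mean plus two SD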
# MT stabilizer cytotoxicity % – also measured in MT stabilizer; calls as there; toxicity, %; measured here: cytotoxicity by cell density;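 0% = mean cell density of plate MIN control wells and 100% = no cells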
# Autophagy mod cell loss 18 h – also measured in Autophagy mod; calls as there; toxicity, %; measured here: cell loss, nuclei count;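 cell loss after 18 h compound exposure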
# * marks the source's active call; other numbers are inactive results; i = inactive; . = not tested or not shown. Rows are unselected. Share with any hit: about 3%.
SMILES,MT stabilizer,MT stabilizer Hoechst-high %,MT stabilizer cytotoxicity %,Hep lipid drop,Hep lipid drop cells 6.5 µM,Autophagy mod,Autophagy mod cell loss 18 h,Dynein cargo inh,Dynein cargo inh cytoplasmic EGFP,Dynein cargo inh nuclear GR-EGFP,Dynein cargo inh cell count,PhoP inhibition,Insulin prom up,Insulin prom up cell count,T cell HTS,T cell HTS vesicle-bound %,ER stress rescue,b-catenin transl,b-catenin transl cell count 5 µM
O=C1CC(Sc2ncccn2)C(=O)N1c1ccccc1C(F)(F)F (stereo unspecified),2.5,2.3,21.4,-10.4,672,i,0.0,0.325,-0.132,0.396,-1.03,-6.3%,0.06,1296,i,20.9,.,0.5,1092
Cc1ccc(C(=O)C(O)C(c2ccc(C)cc2)N2CCCCC2)cc1 (stereo unspecified),8.0,1.7,2.3,-17.4,689,i,9.8,-0.641,-0.356,-0.331,0.426,-1.3%,-0.43,1486,i,51.8,-0.7%,0.1,1568
CCOc1ccc2oc(C(=O)NC3CCN(Cc4ccccc4)CC3)c(C)c2c1,1.0,1.8,6.5,-10.8,706,i,16.6,-0.469,-0.211,-0.314,0.115,5.8%,-1.53,1187,i,6.7,-0.4%,-0.3,1115
CC(=O)Nc1ccc2nc(CN3CCN(CC=C(C)C)C(CCO)C3)ccc2c1 (stereo unspecified),2.4,2.3,5.4,-4.0,702,i,-19.2,-0.575,-0.247,-0.457,0.661,-1.3%,0.75,1385,i,58.8,-2.1%,0.8,1098
Cc1ccc(CS(=O)(=O)CCC(=O)NCCN2CCCCC2C)cc1 (stereo unspecified),2.8,1.5,2.5,.,.,i,10.3,-0.244,-0.377,-0.23,0.166,-7.6%,0.41,1109,i,59.7,2.6%,1.0,1374
COc1ccc2c(c1)[nH]c1c(=O)n(/N=C/c3ccc(OC)c(CN4CCCCC4)c3)cnc12,.,.,.,-3.6,761,.,.,1.44,-0.0455,0.682,-1.94,-6.3%,-0.1,1080,i,17.2,.,0.4,1264
Cc1ccc(NC(=O)CSCc2c(C)noc2C)cc1C,2.7,2.7,5.9,.,.,i,27.4,-0.51,-0.308,-0.096,0.429,2.2%,-0.1,1125,i,44.9,2.8%,-4.6,1023
CCC(C)Sc1nc2ccccc2n1CC(=O)O (stereo unspecified),2.4,1.0,5.3,23.8,851,i,4.5,-0.729,-0.0557,-0.476,1.13,-2.1%,.,.,i,12.4,-1.1%,.,.
O=S(=O)(c1ccc(C(F)(F)F)cc1)N1CCCN(c2ccc(C(F)(F)F)cn2)CC1,.,.,.,-12.5,681,.,.,0.752,-0.253,0.304,-0.338,-3.6%,-0.13,1118,i,26.3,.,0.7,1284
COc1cccc(C(=O)c2c[nH]c(C(=O)NCCCN3CCOCC3)c2)c1,1.8,1.5,5.6,-2.4,697,i,16.4,0.0679,-0.183,0.0819,-0.0947,-4.9%,0.29,1432,i,30.5,-0.2%,-1.2,1503
O=C(Nc1ccc(N2CCOCC2)c(Cl)c1)c1ccc([N+](=O)[O-])o1,6.5,3.8,7.1,4.5,550,i,16.1,-4.48*,1.26*,-2.33*,-0.0538*,-7.0%,1.57,1402,.,.,-2.8%,0.9,1488
Cc1ccc(OCCN2C(=O)c3ccccc3C2=O)cc1,1.5,1.3,6.8,14.1,799,i,-1.9,0.0902,-0.258,-0.0781,0.35,-5.8%,.,.,i,12.4,-0.6%,.,.
O=C(NNc1cccc(Cl)n1)c1c(F)cccc1F,2.6,2.3,8.3,1.8,665,i,8.2,0.529,-0.163,0.305,-0.222,-5.2%,-0.92,1236,i,29.2,.,-3.0,1089
COc1ccc(OC)c(NC(=O)C23CCC(C)(C(=O)C2)C3(C)C)c1 (stereo unspecified),3.7,2.4,5.8,-0.2,631,i,3.2,0.169,-0.256,-0.019,0.365,-13.4%,0.66,1962,i,44.1,1.4%,-0.7,1107
O=C(O)c1cc(-c2ccccc2Cl)n[nH]1,1.2,1.4,9.0,-1.1,732,i,3.0,-0.52,0.0137,0.0446,0.134,-23.7%,-0.24,1050,i,19.1,-5.3%,-1.0,1144
CSc1nc(N)c2c(C)c(C)sc2n1,2.1,2.8,6.3,3.7,643,i,4.0,-0.718,-0.0796,-0.733,0.855,7.1%,0.14,1308,i,65.6,9.5%,-1.5,941
CC1CCCN(C(c2cccs2)c2nnnn2Cc2ccccc2)C1 (stereo unspecified),3.4,2.3,10.1,-9.7,678,i,0.9,0.391,-0.294,0.29,0.226,4.6%,-0.41,879,i,24.9,-2.5%,-4.2,1066
OCCCN1c2ccccc2Nc2nnc(-c3ccccc3)cc21,2.7,1.7,7.0,.,.,i,-0.2,1.9,-0.174,0.692,-0.635,12.1%,-1.74,1035,i,39.7,-2.6%,1.2,1340
CCc1ccc(-c2cc(C(=O)NN3CCOCC3)c3ccccc3n2)s1,6.2,1.8,8.5,.,.,i,7.8,0.633,-0.197,0.998,-0.999,7.9%,1.51,1439,i,41.8,-1.3%,0.4,1560
O=C(O)c1cccc(CSc2ncn[nH]2)c1,.,.,.,6.7,721,.,.,-1.08,-0.829,-0.829,0.89,1.9%,-0.07,1081,i,47.8,.,0.1,1410
O=C(OCC(=O)N(C1CCCCC1)C1CCCCC1)c1ccncc1,2.6,1.7,5.0,1.8,776,i,18.5,0.741,0.134,1.31,-0.788,-4.0%,-0.05,942,i,33.9,0.1%,-4.9,1204
Cc1ccnc(NC(=O)c2ccc3c(c2)OCO3)c1,1.5,2.0,5.3,3.0,666,i,5.7,-0.345,-0.169,-0.307,0.0684,-5.0%,-1.05,1416,i,35.2,-4.3%,1.3,994
CC(=O)Nc1ccc(S(=O)(=O)Nc2cccn(Cc3ccc(C)cc3)c2=O)cc1,2.2,1.3,6.0,7.3,676,i,1.9,-0.18,-0.244,-0.341,0.0582,3.2%,0.1,1558,i,56.7,1.4%,0.7,1498
CCOC(=O)/C=C1\SCC(=O)N1CC(=O)N1CCOCC1,3.7,3.3,1.6,5.4,735,i,-3.9,-1.09,-0.354,-0.533,1.2,-1.0%,-0.61,1282,i,12.3,-1.0%,-1.3,1001
O=C(O)CSc1nnc(Cc2ccccc2)n1-c1ccccc1,2.4,1.6,6.5,-2.9,739,i,0.1,1.09,-0.241,0.691,-0.423,-7.8%,0.11,1249,i,61.1,-3.1%,.,.

# The closing two compounds of the section before open the next one:
SMILES,MT stabilizer,MT stabilizer Hoechst-high %,MT stabilizer cytotoxicity %,Hep lipid drop,Hep lipid drop cells 6.5 µM,Autophagy mod,Autophagy mod cell loss 18 h,Dynein cargo inh,Dynein cargo inh cytoplasmic EGFP,Dynein cargo inh nuclear GR-EGFP,Dynein cargo inh cell count,PhoP inhibition,Insulin prom up,Insulin prom up cell count,T cell HTS,T cell HTS vesicle-bound %,ER stress rescue,b-catenin transl,b-catenin transl cell count 5 µM
CCOC(=O)/C=C1\SCC(=O)N1CC(=O)N1CCOCC1,3.7,3.3,1.6,5.4,735,i,-3.9,-1.09,-0.354,-0.533,1.2,-1.0%,-0.61,1282,i,12.3,-1.0%,-1.3,1001
O=C(O)CSc1nnc(Cc2ccccc2)n1-c1ccccc1,2.4,1.6,6.5,-2.9,739,i,0.1,1.09,-0.241,0.691,-0.423,-7.8%,0.11,1249,i,61.1,-3.1%,.,.
Cc1nc(N2CCC(C)CC2)c2c(C)c(C(=O)O)sc2n1,2.1,1.5,4.1,-2.3,564,i,-5.0,-0.431,1.45,0.377,1,0.4%,0.26,859,i,45.7,.,-1.5,1115
COc1cccc(Nc2ccc(-n3ccnc3)nn2)c1,4.5,1.4,7.9,-5.2,685,i,4.5,-0.389,-0.312,-0.057,0.474,-4.7%,0.31,1383,i,20.1,1.7%,2.3,1179
Cc1cc(S(=O)(=O)NC2CCCCC2)ccc1OCC(=O)NCc1ccccn1,2.8,2.1,5.6,-0.3,684,i,-0.1,-0.434,-0.194,-0.178,0.985,8.2%,0.61,1202,i,45.6,.,1.2,920
Cc1c(C(=O)Nc2nc3ccccc3[nH]2)oc2c(Cl)cccc12,2.2,2.0,10.5,14.5,613,i,0.9,-0.26,-0.218,0.00503,0.521,3.6%,-0.18,1349,i,44.0,0.9%,2.4,964
O=C(CSc1n[nH]c(-c2ccccc2)n1)Nc1ncccn1,1.4,1.3,2.1,-8.6,670,i,-2.7,-0.836,-0.302,-0.291,0.242,3.8%,0.59,1539,i,47.0,0.3%,1.7,944
Cc1nc2c(C#N)cnn2c2c1CCNN2C,1.6,0.9,6.5,-3.2,667,i,5.8,-0.825,0.522,0.292,0.624,-10.1%,0.06,1321,i,40.6,0.1%,-4.1,1097
C=CCNC(=S)NNC(=O)c1cccn(Cc2cccc(Cl)c2)c1=O,5.1,0.7,2.4,.,.,i,27.3,0.444,-0.187,-0.0637,-0.0579,5.2%,-0.53,1479,i,37.2,-2.5%,0.0,1363

# Assay outcomes as filed in PubChem.
